Screens deposited in PubChem by several laboratories.
STEP block: blocks human striatal-enriched tyrosine phosphatase; recombinant STEP, OMFP fluorogenic substrate, fluorescence; inhibition, % at 20 µM; P54829; 0.25% of 360,000 active;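 active = inhibition at 20 µM, scaled per plate between control wells, above about 37%, limit read from the data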;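 also: 0% = DMSO with enzyme and substrate and 100% = substrate only without enzyme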
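System: STEP phosphatase, cell-free reaction; Buffer or medium: Bis-Tris pH 6.0 buffer with DTT, detergent; Incubation: 20 min at room temperature, dark; Measured by: fluorescence, 480/540 nm.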
Tb MetRS inh: blocks T. brucei methionyl-tRNA synthetase activity; purified T. brucei MetRS, ATP depletion, Kinase-Glo luminescence; inhibition, % at 11.9 µM; 0.4% of 360,000 active;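 active = inhibition above a per-plate cutoff of the control wells' mean inhibition plus 3 SD, cut at about 5.5% in these data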;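 also: 0% = DMSO wells median and 100% = median of wells with control inhibitor compound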
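Dosing: 11.9 µM single point; system: parasite MetRS enzyme; technique: luminescence of leftover ATP; times: 15 min enzyme-compound preincubation, 2 h reaction, 10 min detection, 25 °C; replicates: each compound tested once; read-out basis: percent inhibition relative to median high and low control wells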
LMPTP block: LMPTP (human) inhibition; P24666; inhibition, % at 20 µM; recombinant LMPTP-A, OMFP fluorogenic substrate, fluorescence intensity; 0.22% of 360,000 active; AID 651560;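 active = compounds that cut the enzyme signal by at least half of the control window in the single-dose screen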;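 also: plate controls were DMSO wells with enzyme plus substrate for no effect and substrate without enzyme for full effect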
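test system = LMPTP-A | amount = 0.625 nM LMPTP-A final | reagent = fluorogenic phosphatase substrate OMFP at 400 µM final | incubation = 50 min at room temperature | benchmarks = no-enzyme low control, uninhibited high control | medium = Bis-Tris pH 6.0, DTT, detergent | signal = fluorescence intensity of OMFP turnover product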
Scp1 inh: blocks human Scp-1 phosphatase activity; Recombinant Scp1, phosphopeptide, malachite green phosphate absorbance; inhibition, % at 20 µM; 0.88% of 340,000 active; AID 493091;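 active = inhibition above about 50% at 20 µM, limit read from the data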;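 also: plate controls were DMSO wells with enzyme for no effect and wells lacking enzyme for full effect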
Target sequence (Q9GZU7 76-261 limits assumed): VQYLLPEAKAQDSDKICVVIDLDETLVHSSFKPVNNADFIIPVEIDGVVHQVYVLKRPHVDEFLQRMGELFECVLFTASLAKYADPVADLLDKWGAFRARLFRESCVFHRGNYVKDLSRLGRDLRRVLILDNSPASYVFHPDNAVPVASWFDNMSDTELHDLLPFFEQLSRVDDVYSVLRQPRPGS
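System: truncated SCP-1 phosphatase (76-261aa); medium: Tris acetate buffer pH 5.5 with MgCl2 and Tween-20; incubation: 45 min room-temperature reaction, 5 min colour, 30 min stabiliser; compound: single 20 µM dose, 1% DMSO; reagent: Phosphorylated 17-residue peptide substrate; read-out: % inhibition at 20 µM; technique: colorimetric free-phosphate detection, absorbance 630 nm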
Rpn11 inh: blocks the human proteasome subunit Rpn11; calls only at 20 µM; O00487; 0.59% of 360,000 active; human 26S proteasome, Ub4-pepOG fluorescence polarization; 20S core pre-blocked with epoxomicin;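 active = inhibition at 20 µM, scaled to each plate's controls, above about 33%, limit read from the data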
Target sequence (O00487 whole entry, looked up): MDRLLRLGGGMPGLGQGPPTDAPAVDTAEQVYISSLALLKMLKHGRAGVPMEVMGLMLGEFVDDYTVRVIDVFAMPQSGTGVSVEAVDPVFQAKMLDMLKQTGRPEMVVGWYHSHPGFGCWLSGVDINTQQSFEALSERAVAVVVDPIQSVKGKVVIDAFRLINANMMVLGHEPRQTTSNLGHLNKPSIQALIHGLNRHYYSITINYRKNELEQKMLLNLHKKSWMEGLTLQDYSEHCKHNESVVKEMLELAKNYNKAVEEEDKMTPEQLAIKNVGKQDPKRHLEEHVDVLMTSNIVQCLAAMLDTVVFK
CSN inh: CSN deneddylation inhibition. Q92905. Purified CSN, SCF-Nedd8-OG deneddylation, fluorescence polarization. inhibition, % at 12.5 µM. 0.38% of 360,000 active. AID 651999;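 active = pattern-corrected inhibition above about 35%, with an unprinted fluorescence ratio check between 0.5 and 1.5, limit read from the data, passing the limit was not always enough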;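 also: 0% = enzyme with substrate and 100% = substrate without enzyme; some results filed as inactive read as strong as hits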
Target sequence (Q92905 whole entry, looked up, one chain of several): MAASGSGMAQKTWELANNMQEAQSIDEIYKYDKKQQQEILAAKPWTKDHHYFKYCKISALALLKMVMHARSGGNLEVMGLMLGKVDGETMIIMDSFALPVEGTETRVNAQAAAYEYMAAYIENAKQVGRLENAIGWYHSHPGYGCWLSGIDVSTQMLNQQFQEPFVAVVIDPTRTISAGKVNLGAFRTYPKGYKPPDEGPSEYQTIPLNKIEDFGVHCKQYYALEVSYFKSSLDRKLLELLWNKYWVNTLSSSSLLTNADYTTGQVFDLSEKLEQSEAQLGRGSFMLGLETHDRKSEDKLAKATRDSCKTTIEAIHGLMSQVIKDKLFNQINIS
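Schedule: reaction 90 min, room temperature / Assay system: HEK293T-derived human Csn5 enzyme / Input: Csn5 at 0.24 nM final / Measure: inhibition of Csn5 cleavage, % / Control set: substrate-only high control, full reaction low control / Technique: fluorescence polarization of the substrate / Buffer or medium: Tris/NaCl/DTT buffer, pH 7.5 / Reagent: SCFSkp2-Nedd8OG substrate at 10 nM final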
PABP1 MLLE inh: blocks PAM2 peptide binding to the PABP1 MLLE domain; P11940; AID 588489; inhibition, % at 20 µM; GST-MLLE / FITC-PAM2 fluorescence polarization; 0.36% of 360,000 active; in the data active = inhibition above about 35%, passing the limit was not always enough;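 also: plate controls were DMSO wells with GST-MLLE for no effect and wells lacking GST-MLLE protein for full effect; some results filed as inactive read as strong as hits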
DNMT1 inh: blocks human DNA methyltransferase DNMT1 | 0.83% of 360,000 active | inhibition (reported as % activation of signal), % at 10 µM | DNMT1 molecular beacon, Hinp1I cleavage, fluorescence | P26358; in the data active = inhibition above about 50%
NadD block: NadD (S. aureus) enzyme inhibition. purified NadD enzyme, colorimetric absorbance read-out. inhibition, % at 20 µM. 0.78% of 360,000 active. AID 602399; in the data active = inhibition above about 26%; also: some compounds past the cut are filed as inactive
SUMO1-SIM PPI: SUMO1-SIM interaction modulation; SUMO1 binding to a labelled peptide, TR-FRET, 1 h; inhibition, % at 20 µM; 0.33% of 360,000 active; AID 602429; in the data active = inhibition above about 37%
Target sequence (P63165 whole entry, looked up): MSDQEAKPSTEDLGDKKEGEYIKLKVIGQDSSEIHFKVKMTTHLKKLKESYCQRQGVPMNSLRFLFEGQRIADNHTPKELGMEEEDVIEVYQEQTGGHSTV
An asterisk follows results filed as active; i = inactive; nt = not tested or not shown.

SMILES	STEP block	Tb MetRS inh	LMPTP block	Scp1 inh	Rpn11 inh	CSN inh	PABP1 MLLE inh	DNMT1 inh	NadD block	SUMO1-SIM PPI
O=C1C(Cc2ccccc2)Nc2ncnc(N3CCc4ccccc4C3)c2N1Cc1ccc(Cl)cc1 (stereo not given)	1	-0.3	1.2	12	i	4	6	-10	63*	5
Cc1cc(N/C=C/C(=O)c2ccccc2)ccc1Br	2	-1.4	1.0	-1	i	5	-3	-4	3	3
CCN(CC)S(=O)(=O)c1cccc(NC(=O)COC(=O)CCC(=O)c2cccs2)c1	7	-0.5	-0.7	-10	i	-1	-19	0	-2	-2
CC(=O)c1ccc([N+](=O)[O-])c(CS(=O)(=O)c2ccccc2)c1	-1	2.1	-1.2	-4	i	1	-11	0	-2	-41
O=[N+]([O-])c1ncccc1OCc1ccc(Cl)c(Cl)c1	0	-0.1	3.9	-7	i	1	-15	-1	-3	-24
CCOc1ccc(-c2noc(-c3csc([C@@H]4O[C@H](CO)[C@H](O)[C@H](O)[C@H]4O)n3)n2)cc1	-1	-0.3	2.2	nt	i	-3	19	8	-2	-1
CCN(CC)S(=O)(=O)c1cc(C(=O)Oc2ccccc2OC)ccc1OC	2	-0.6	0.2	-16	i	-2	8	-5	-13	-2
CCc1nnc(NC(=O)c2ccc(Cl)nc2)s1	10	-0.7	-1.5	0	i	-3	-40	0	-3	6
CCOc1cc2[nH]c(=S)n(CCC(=O)NCc3ccco3)c(=O)c2cc1OCC	2	-0.7	-1.5	0	i	-2	-56	7	-3	3
NC(=O)c1ccccc1NC(=O)COc1ccc2c(c1)OCO2	0	-1.1	0.1	1	i	-4	6	0	-5	7
O=C(COC(=O)c1ccc(O)cc1O)Nc1cc(-c2ccccc2)nn1-c1ccccc1	0	0.1	2.8	-7	i	-6	0	-3	-2	-3
Cc1ccc(NS(=O)(=O)c2ccc(C3CCCCC3)cc2)cc1	-2	-0.9	3.8	-13	i	0	19	-13	-2	2
O=C(NCc1ccc(F)cc1)C1CC(=O)N(C2CCCCC2)C1 (stereo not given)	0	0.1	0.0	-6	i	-4	1	3	1	1
COc1ccc(CCNC(=O)CCCCCn2c(SCC(N)=O)nc3cc4c(cc3c2=O)OCO4)cc1OC	7	-0.8	-1.5	-5	i	1	-13	0	-3	1
CCCS(=O)(=O)n1nc(-c2ccc(OC)cc2OC)cc1N	-2	-0.6	1.0	1	i	4	-6	-5	-4	1
O=C1NC2(CCCCCCC2)C(=O)N1Cc1ccc(F)cc1	-4	0.0	0.1	-1	i	-3	-5	0	-12	-6
CSc1ccccc1C(=O)C1CCCN(C(=O)CCc2cccnc2)C1 (stereo not given)	0	0.2	0.4	-3	i	0	-1	2	-6	-3
COc1ccc(NC(=O)C2C(=O)NC3(C)CC2c2ccccc2O3)cc1 (stereo not given)	-2	-1.0	-0.5	11	i	1	2	2	3	-2
O=C(c1ccc(Cl)c(Cl)c1)N1CCC(=O)N(C(COCc2cccc(C(F)(F)F)c2)Cc2ccccc2)CC1 (stereo not given)	1	0.1	4.2	-8	i	-4	3	-6	-2	6
CC(C)C(=O)NC(=S)Nc1ccccc1C(=O)Nc1ccccc1	0	0.0	-2.4	-7	i	6	35	-1	-3	3

13 neighbouring compounds already listed, quoted:
SMILES	STEP block	Tb MetRS inh	LMPTP block	Scp1 inh	Rpn11 inh	CSN inh	PABP1 MLLE inh	DNMT1 inh	NadD block	SUMO1-SIM PPI
O=C1C(Cc2ccccc2)Nc2ncnc(N3CCc4ccccc4C3)c2N1Cc1ccc(Cl)cc1 (stereo not given)	1	-0.3	1.2	12	i	4	6	-10	63*	5
Cc1cc(N/C=C/C(=O)c2ccccc2)ccc1Br	2	-1.4	1.0	-1	i	5	-3	-4	3	3
CCN(CC)S(=O)(=O)c1cccc(NC(=O)COC(=O)CCC(=O)c2cccs2)c1	7	-0.5	-0.7	-10	i	-1	-19	0	-2	-2
CC(=O)c1ccc([N+](=O)[O-])c(CS(=O)(=O)c2ccccc2)c1	-1	2.1	-1.2	-4	i	1	-11	0	-2	-41
O=[N+]([O-])c1ncccc1OCc1ccc(Cl)c(Cl)c1	0	-0.1	3.9	-7	i	1	-15	-1	-3	-24
CCOc1ccc(-c2noc(-c3csc([C@@H]4O[C@H](CO)[C@H](O)[C@H](O)[C@H]4O)n3)n2)cc1	-1	-0.3	2.2	nt	i	-3	19	8	-2	-1
CCN(CC)S(=O)(=O)c1cc(C(=O)Oc2ccccc2OC)ccc1OC	2	-0.6	0.2	-16	i	-2	8	-5	-13	-2
CCc1nnc(NC(=O)c2ccc(Cl)nc2)s1	10	-0.7	-1.5	0	i	-3	-40	0	-3	6
CCOc1cc2[nH]c(=S)n(CCC(=O)NCc3ccco3)c(=O)c2cc1OCC	2	-0.7	-1.5	0	i	-2	-56	7	-3	3
NC(=O)c1ccccc1NC(=O)COc1ccc2c(c1)OCO2	0	-1.1	0.1	1	i	-4	6	0	-5	7
O=C(COC(=O)c1ccc(O)cc1O)Nc1cc(-c2ccccc2)nn1-c1ccccc1	0	0.1	2.8	-7	i	-6	0	-3	-2	-3
Cc1ccc(NS(=O)(=O)c2ccc(C3CCCCC3)cc2)cc1	-2	-0.9	3.8	-13	i	0	19	-13	-2	2
O=C(NCc1ccc(F)cc1)C1CC(=O)N(C2CCCCC2)C1 (stereo not given)	0	0.1	0.0	-6	i	-4	1	3	1	1

Later entries.
SMILES	STEP block	Tb MetRS inh	LMPTP block	Scp1 inh	Rpn11 inh	CSN inh	PABP1 MLLE inh	DNMT1 inh	NadD block	SUMO1-SIM PPI
COC(=O)c1ccccc1NC(=O)CSc1nncn1C	8	-0.5	-1.4	-4	i	0	4	0	-3	2
CCOC(=O)c1ccc(NC(=O)CSc2n[nH]c(-c3ccncc3)n2)cc1	0	0.9	-3.0	12	i	-2	-148	-2	2	11
CCN(CC)S(=O)(=O)c1ccc(-c2nnc(SCC(=O)Nc3cc(OC)cc(OC)c3)o2)cc1	1	-0.6	-0.4	-12	i	-7	-15	9	-4	-1
O=C(CCNS(=O)(=O)c1cccc2nonc12)Nc1ccc(Cl)cc1	-3	10*	1.3	-6	i	4	0	-1	-7	-30
CCOC(=O)c1c(-c2ccc(OC)cc2)csc1/N=C/C1=C(O)CCCC1=O	8	0.4	7.7	-7	i	11	-126	-10	-3	-5
COc1ccc(C2=NCCn3cccc32)c(OC)c1	0	-0.1	-1.7	3	i	-1	3	-1	-2	-9
COCC(C)NC(=O)c1cc(-c2cccc(OC)c2)on1 (stereo not given)	1	-0.1	-1.2	-1	i	3	-3	0	-2	2
CCCCOc1ccc(N2C(=O)CC(NCc3ccncc3)C2=O)cc1 (stereo not given)	0	-0.4	1.9	-2	i	-5	-11	6	2	-7
CCOC(=O)C1Oc2ccccc2C(c2ccc(C)cc2)=C1C(=O)OC (stereo not given)	-3	0.8	1.8	-9	i	0	4	13	-4	-10
O=C(CSc1nc(C2CCCCC2)nc2ccccc12)NCc1ccco1	-1	-0.2	1.7	0	i	3	9	5	3	1
O=C(CCCc1nc2ccccc2s1)N1CCN(S(=O)(=O)c2cccs2)CC1	0	-0.8	0.2	-5	i	-4	-12	0	-6	-1
CC(=O)c1cccc(OC(=O)c2ccccc2)c1	2	0.1	-0.2	-2	i	3	9	9	-1	3
COC(=O)c1ccc(CNC(=O)c2ccc(OCC(=O)N3CCOCC3)c(OC)c2)cc1	0	-0.2	1.1	-1	i	-5	-6	0	-4	5
N#Cc1c(-c2ccccc2)cc(-c2ccc3c(c2)OCO3)[nH]c1=O	0	-0.1	0.7	-8	i	1	7	18	5	-3
CCCCN(C(=O)c1ccc(N(C)S(=O)(=O)c2ccc(C)cc2)cc1)c1c(N)n(CC(C)C)c(=O)[nH]c1=O	-3	0.1	0.7	-6	i	-3	-4	4	10	1
CCC1(CC)C(=O)C2=C3C1[C@H](C(=O)OC)C=C(C(=O)OC)C[C@H]3n1c(=O)n(C)c(=O)n1[C@H]2C (stereo not given in full)	-2	-0.3	-2.3	-4	i	-1	2	-6	-2	5
Cc1ccc2c(c1)C1C3CCC(C3)C1S(=O)N2 (stereo not given)	1	-0.5	-1.0	-3	i	-1	-6	1	-2	2
COc1cc(C2C(=O)N(C3CCCC3)CC(=O)N2Cc2ccco2)ccc1OC(C)C (stereo not given)	1	-0.8	-0.8	0	i	1	-5	2	-4	0
O=C1CC(=O)CC(c2ccccc2)C1	0	-0.3	0.0	-6	i	6	-8	3	-3	3
COc1ccc(NC2CCN(C3CC(=O)N(c4ccc(F)c(Cl)c4)C3=O)CC2)cc1 (stereo not given)	2	-0.4	0.1	5	i	-1	-1	-13	3	-2
Cn1c(=O)n(C)c2cc(NS(=O)(=O)c3ccc(C(C)(C)C)cc3)ccc21	3	0.6	0.0	-9	i	-5	3	2	3	0
CCC1(c2ccccc2)NC(=O)N(CC(=O)N(C)Cc2ccccc2)C1=O (stereo not given)	2	0.0	-1.2	-5	i	2	11	1	-2	4
C[C@@](Cc1ccc(O)c(O)c1)(NN)C(=O)O	-2	-0.7	0.4	-4	i	0	-18	11	2	2
Cc1ccc(NC(=O)CSc2nc3nc(C)c(Br)cc3[nH]2)cc1F	3	0.5	1.8	6	i	0	-12	4	5	-20
CN1/C(=C\C=C2/SC(=S)NC2=O)C(C)(C)c2ccccc21	-61	-0.9	14	-6	nt	-101	i	3	5	-46
COC(=O)c1sccc1NC(=O)Cc1ccc(Br)cc1	1	0.2	1.7	-4	i	1	2	-4	-5	-2
CC(C)Oc1c(N2CCOCC2)c(=O)c1=O	0	2.0	-1.3	-7	i	-4	15	1	7	3

Some entries already given, limited to Tb MetRS inh.
| SMILES | Tb MetRS inh |
| --- | --- |
| Cn1c(=O)n(C)c2cc(NS(=O)(=O)c3ccc(C(C)(C)C)cc3)ccc21 | 0.6 |
| CCC1(c2ccccc2)NC(=O)N(CC(=O)N(C)Cc2ccccc2)C1=O (stereo not given) | 0.0 |
